# Source: PubChem
# PrPC TRFRET: reduces human prion protein on the cell surface. P04156. cell surface PrPC, TR-FRET read-out. inhibition, % at 13.8 µM. 370,000 compounds, 0.43% hits. AID 720596; in the data active means inhibition above about 24%; further: 0% = median of the test wells and 100% = reference compound wells
# SARS 3CLpro inh: SARS-CoV 3CLpro protease inhibition; inhibition, % at 6 µM; P0C6X7; 290,000 compounds, 0.14% hits; AID 1706; recombinant SARS-CoV 3CLpro, quenched FRET peptide cleavage; in the data active means inhibition above about 12%
# Vc quorum ag: induces V. cholerae light production without autoinducers. V. cholerae BH1578 lux reporter, luminescence, 6 h. activation, % at 18.7 µM. 350,000 compounds, 0.16% hits. AID 588436; in the data active means activation mostly above about 9.7%, no sharp cut-off; further: not every result past the cut was called active; inactives centre near 0; reference of the scale not given here
# TcdB inh: TcdB glycohydrolase inhibition. P18177. 350,000 compounds, 0.24% hits. AID 652162. TcdB glycohydrolase enzymatic assay, plate reader. inhibition, % at 9.99 µM; in the data active means inhibition above about 10%
# CCHF vOTU inh: CCHFV vOTU protease inhibition. 370,000 compounds, 0.55% hits. Pep-AMC fluorescence. inhibition, % at 11.5 µM; in the data active means inhibition above about 30%; further: 0% = vehicle wells with enzyme and 100% = no enzyme wells
# Y pestis TopoI: Y. pestis Topo-I inhibition via cleavage products; Y. pestis Topo-I cleavage product accumulation, plate reader; activity, % at 10 µM; 360,000 compounds, 0.064% hits; AID 504884; in the data active means activity above about 50%, passing the limit was not always enough; further: inactives centre near 2
# DUSP3 inh: blocks human VHR1 dual specificity phosphatase | P51452 | recombinant VHR phosphatase, pNPP absorbance | inhibition, % at 13.3 µM | 290,000 compounds, 0.52% hits; in the data active means inhibition above about 50%; further: some compounds called inactive have numbers as strong as hits
# Target sequence (P51452 whole entry, looked up): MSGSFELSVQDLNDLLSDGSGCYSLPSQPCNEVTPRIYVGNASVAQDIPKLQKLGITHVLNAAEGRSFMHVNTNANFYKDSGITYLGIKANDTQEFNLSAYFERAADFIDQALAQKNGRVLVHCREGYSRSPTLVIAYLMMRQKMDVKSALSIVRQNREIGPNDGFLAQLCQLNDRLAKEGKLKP
# Rv3671c inh: inhibits the M. tuberculosis serine protease Rv3671c; inhibition, % at 5.96 µM; 320,000 compounds, 0.048% hits; P9WHR9; in the data active means inhibition above about 38%;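 further: extracellular domain of Rv3671c used as enzyme; 0% = enzyme with DMSO and 100% = no enzyme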
# Target sequence (P9WHR9 whole entry, looked up, the tested form may be a part): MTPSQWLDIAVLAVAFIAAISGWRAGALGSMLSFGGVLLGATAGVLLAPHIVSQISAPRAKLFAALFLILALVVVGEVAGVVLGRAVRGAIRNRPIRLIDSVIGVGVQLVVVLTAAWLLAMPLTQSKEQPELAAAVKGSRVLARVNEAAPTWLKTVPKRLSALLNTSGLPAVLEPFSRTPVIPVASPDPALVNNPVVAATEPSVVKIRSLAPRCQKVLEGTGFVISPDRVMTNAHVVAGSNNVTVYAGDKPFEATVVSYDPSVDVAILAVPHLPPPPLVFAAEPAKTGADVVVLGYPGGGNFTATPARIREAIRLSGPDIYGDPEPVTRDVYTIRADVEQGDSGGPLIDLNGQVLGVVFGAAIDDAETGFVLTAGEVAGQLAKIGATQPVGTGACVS
# MazEF act: increases E. coli MazEF RNase cleavage of RNA. FAM/BHQ RNA-DNA oligo cleavage fluorescence, 5 h. activation, % at 20 µM. 350,000 compounds, 0.32% hits; in the data active means activation above about 50%
# Target sequence (P0AE70 whole entry, looked up): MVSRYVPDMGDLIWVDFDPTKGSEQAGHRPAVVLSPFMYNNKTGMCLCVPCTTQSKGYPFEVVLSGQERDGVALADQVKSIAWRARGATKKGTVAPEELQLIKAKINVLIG
# SSB-PriA inh: inhibitors of Klebsiella pneumoniae PriA binding to SSB C-terminal tail; AlphaScreen SSBct-PriA binding, biotinylated peptide; inhibition, % at 33 µM; 430,000 compounds, 0.6% hits; in the data active means inhibition mostly above about 37%, no sharp cut-off; inactive means mostly below about 20%;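 further: plate controls were negative control peptide for no effect and reference peptide for full effect; strong numbers were not always called active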
# Starred values were filed as active, the others as inactive; i = inactive; . = no result given; & = joins results of further samples. Some of the compounds tested (hit frequency here may not be typical).
SMILES,PrPC TRFRET,SARS 3CLpro inh,Vc quorum ag,TcdB inh,CCHF vOTU inh,Y pestis TopoI,DUSP3 inh,Rv3671c inh,MazEF act,SSB-PriA inh
O=c1c(Cl)c(NCCO)cnn1-c1cccc(Cl)c1,-6,2,-0.7,-0.7,5,-4,2,-7,3,10
CCCS(=O)(=O)N1CCCC(C(=O)Oc2ccc(C)c(C)c2)C1 (stereo not given),0,0,-0.2,0.1,1,-10,-6,-2,1,-15
COc1ccccc1N1C(=O)c2ccc(C(=O)Nc3cccc(C(C)=O)c3)cc2C1=O,11,2,i,4.0,6,-8,.,-18,-5,-7
CCCOc1ccccc1OCC(=O)Nc1ccc(S(=O)(=O)N2CCCCC2)cc1,-3,.,i,0.3,7,12,.,-15,4,-22
Cc1cc(-c2ccccc2)nc(=O)[nH]1,-3,-7,-0.2,.,-7,-10,22,7,-13,-1
CC(C)N(C)c1ncnc2c1ncn2[C@H]1CN(Cc2cccnc2)C[C@@H](CO)O1,3,.,4.5,0.5,-10,8,.,.,.,.
Cc1ccc(-c2csc(NC(=O)CSC3=NCCS3)n2)cc1,5,1,.,.,-5,-4,13,-19,10,0
Cc1ccc(NC(=O)CN2CCCCCC2)cc1[N+](=O)[O-],-5,1,-0.2,0.9,0,4,40,-5,3,16
CCOC(=O)N1CCN(S(=O)(=O)c2ccc(C(=O)Nc3sc4c(c3C(=O)OC)CCN(C)C4)cc2)CC1,-7,-8,-0.5,-2.9,-4,19,2,6,295*,5&2
CCOC(=O)c1ccc(NC(=O)N2CCOCC2)cc1,7,-5,i,1.1,-11,-7,12,3,-1,-6
CC1CCN(C(c2ccc(N(C)C)cc2)c2nnnn2Cc2ccccc2)CC1 (stereo not given),8,1,-0.3,.,13,17,19,9,-3,-11
CN(Cc1c(F)cccc1Cl)C(=O)c1cc2ccccc2o1,-3,0,-0.3,5.8,3,25,-17,-2,-2,-21
COCCCNc1nc2nonc2nc1N1CCN(Cc2cccc(C)c2)CC1,-9,2,-0.3,1.7,2,6,26,-6,-22,5
O=C(CNCC1CCCO1)N1CCCCCC1 (stereo not given),-3,10,-0.3,0.9,-9,1,7,5,9,5
CCCCN(CCCNC(=O)Cn1ncc2ccsc2c1=O)Cc1ccccc1,0,-2,1.1,0.8,2,3,-7,-9,-2,-6
COc1ccccc1CN1CCN(C(=O)COc2ccccc2)CC1,1,3,i,.,-1,8,5,-1,-19,0
COC(=O)c1ccc2c(=O)n(Cc3ccco3)c(SCC(=O)Nc3cc(C)on3)nc2c1,-2,1,-0.2,0.3,4,12,15,-17,-7,-3
CCOCCCNC(=O)C(NC(=O)Cc1cccs1)c1ccc(Cl)cc1 (stereo not given),-2,1,1.1,-0.9,-3,5,5,-2,0,-2
CCc1cccc(NC2c3ccccc3C(=O)N2c2cccnc2)c1 (stereo not given),6,4,i,1.5,-3,6,-2,3,-3,-14
CC(C)CC(=O)NC(=S)Nc1ccc(N2CCOCC2)c(Cl)c1,3,5,-0.3,1.9,0,2,11,3,-3,-13
CCN(CC)S(=O)(=O)c1cccc(C(=O)Oc2cccnc2)c1,-2,-8,-7.6,.,6,-9,-14,3,0,-7
O=C(NC1CCCC1)C(c1ccccc1)N(Cc1ccccc1)C(=O)c1csnn1 (stereo not given),7,2,-4.0,0.2,-1,28,12,10,0,5
CCOC(=O)N1CCC(Nc2c(N3CCN(c4cc(Cl)ccc4C)CC3)c(=O)c2=O)CC1,-16,-3,-0.1,2.2,3,23,38,12,-2,-15
CSc1ncnc2c1ncn2CCCN(C)Cc1ccco1,-4,.,i,1.1,3,-7,.,.,3,.
CCOC(=O)C1C(c2ccc(C(=O)O)cc2)NC(=O)NC1(O)C(F)(F)F (stereo not given),-6,-1,i,1.3,2,3,11,3,6,-9

# No new results follow: an excerpt of the list.
SMILES,PrPC TRFRET,SARS 3CLpro inh,Vc quorum ag,TcdB inh,CCHF vOTU inh,Y pestis TopoI,DUSP3 inh,Rv3671c inh,MazEF act,SSB-PriA inh
COc1ccccc1N1C(=O)c2ccc(C(=O)Nc3cccc(C(C)=O)c3)cc2C1=O,11,2,i,4.0,6,-8,.,-18,-5,-7
CCCOc1ccccc1OCC(=O)Nc1ccc(S(=O)(=O)N2CCCCC2)cc1,-3,.,i,0.3,7,12,.,-15,4,-22
Cc1cc(-c2ccccc2)nc(=O)[nH]1,-3,-7,-0.2,.,-7,-10,22,7,-13,-1
CC(C)N(C)c1ncnc2c1ncn2[C@H]1CN(Cc2cccnc2)C[C@@H](CO)O1,3,.,4.5,0.5,-10,8,.,.,.,.
Cc1ccc(-c2csc(NC(=O)CSC3=NCCS3)n2)cc1,5,1,.,.,-5,-4,13,-19,10,0
Cc1ccc(NC(=O)CN2CCCCCC2)cc1[N+](=O)[O-],-5,1,-0.2,0.9,0,4,40,-5,3,16
CCOC(=O)N1CCN(S(=O)(=O)c2ccc(C(=O)Nc3sc4c(c3C(=O)OC)CCN(C)C4)cc2)CC1,-7,-8,-0.5,-2.9,-4,19,2,6,295*,5&2
CCOC(=O)c1ccc(NC(=O)N2CCOCC2)cc1,7,-5,i,1.1,-11,-7,12,3,-1,-6
CC1CCN(C(c2ccc(N(C)C)cc2)c2nnnn2Cc2ccccc2)CC1 (stereo not given),8,1,-0.3,.,13,17,19,9,-3,-11
CN(Cc1c(F)cccc1Cl)C(=O)c1cc2ccccc2o1,-3,0,-0.3,5.8,3,25,-17,-2,-2,-21
COCCCNc1nc2nonc2nc1N1CCN(Cc2cccc(C)c2)CC1,-9,2,-0.3,1.7,2,6,26,-6,-22,5
O=C(CNCC1CCCO1)N1CCCCCC1 (stereo not given),-3,10,-0.3,0.9,-9,1,7,5,9,5
CCCCN(CCCNC(=O)Cn1ncc2ccsc2c1=O)Cc1ccccc1,0,-2,1.1,0.8,2,3,-7,-9,-2,-6
COc1ccccc1CN1CCN(C(=O)COc2ccccc2)CC1,1,3,i,.,-1,8,5,-1,-19,0

# (more compounds)
SMILES,PrPC TRFRET,SARS 3CLpro inh,Vc quorum ag,TcdB inh,CCHF vOTU inh,Y pestis TopoI,DUSP3 inh,Rv3671c inh,MazEF act,SSB-PriA inh
CCCNC(=O)c1cc2c(C(F)(F)F)nn(C)c2s1,-2,7,i,.,1,3,7,5,-10,-8
Cc1ccc(-c2cc(C(=O)N3CCOCC3)c3cc(C)ccc3n2)cc1,-7,2,0.0,1.7,-2,6,15,3,10,-1
CCOC(=S)SCc1cn2ccc(C)cc2n1,8,5,-0.2,0.8,-5,30,14,-10,-3,4&1
CCC(=O)c1ccc(OCC(=O)N(CC)CC(=O)Nc2ccccc2OC)cc1,2,.,-0.3,4.1,6,-1,.,-6,4,-5
O=C(NNC(=O)c1ccc(-c2ccccc2)cc1)c1ccccc1,4,-1,i,-0.1,-4,-2,36,-2,-1,-10
COCCn1nnnc1CN1CCC(Cc2ccccc2)CC1,6,2,1.9,.,1,5,-9,-20,0,4
COc1ccc(NC(=O)CN(C)S(=O)(=O)c2cccs2)cc1,14,3,-0.5,.,10,-8,15,-2,5,0
COc1ccc(NC(=O)c2ccccn2)cc1OC,-9,2,-0.3,.,3,-4,-4,2,-3,-6
Cc1ccc(S(=O)(=O)N2C[C@H]3C(=O)C[C@@H](c4ccc(Cl)cc4)N(S(=O)(=O)c4ccccc4C)[C@H]3C[C@H]2c2ccc(Cl)cc2)cc1,0,.,i,1.6,14,7,.,.,-18,.
CCOc1ccc(-c2cc(C(=O)Nc3ccc4c(c3)OCCO4)c3ccccc3n2)cc1,1,2,.,.,-11,-9,-1,0,4,13
COc1ccc(N2CCN(C(=O)COc3ccc4c(C)cc(=O)oc4c3)CC2)cc1,0,1,i,-1.7,-21,16,47,-9,2,-1
CCCNC(=O)C1(C)CCN(C(=O)c2ccc(OC(F)F)cc2)C1 (stereo not given),-1,.,i,1.6,-4,6,.,.,.,.
O=C1CC(c2ccccc2)CC(O)=C1C=Nc1ccccc1Cl (stereo not given),2,1,-0.7,0.2,4,13,10,-6,5,1
Cc1cc(C(=O)NCc2cccs2)c(C)o1,1,0,i,.,9,0,12,-4,1,2
COc1ccc(OC)c(S(=O)(=O)N2CCC3(CC2)OCCN3S(=O)(=O)c2ccccc2)c1,-5,.,i,-0.7,34*,-2,.,-4,6,0&-2
COc1ccc(CCNC(=O)Cc2ccc(NS(=O)(=O)c3ccc(F)cc3)cc2)cc1OC,2,.,i,1.5,-6,5,.,-3,12,3
COc1ccc(-c2ccc(SCC(=O)NCc3ccc4c(c3)OCO4)nn2)cc1OC,-1,1,i,0.0,-2,1,15,1,-13,-9
O=C(Nc1ccccc1)N1N=C(c2cccs2)CC1c1cccs1 (stereo not given),-5,3,-0.6,.,5,-2,5,-7,-2,-17
CC(C)=CCc1c(C)nc2ccccc2c1C(=O)O,-7,-1,2.6,.,7,4,20,-1,3,-14
CCOc1ccccc1CNC(=O)C1CCC(=O)N1C(C)C (stereo not given),-3,2,-0.2,.,1,7,26,0,12,-10
Cn1nc(C(F)(F)F)c(-c2ccccc2)c1NC(=O)c1nccnc1C(=O)O,-2,6,i,-0.7,-9,-2,1,-6,0,-11
CCn1c(O)c(N=NC(=O)CNC(=O)/C=C/c2ccccc2)c2ccccc21,-16,5,-0.8,-0.1,3,7,-7,-7,4,-2
C[C@@H](C(=O)Nc1ccc2ccccc2c1)[C@@H]1C[C@@]1(C)[C@@H](NC(=O)c1cccnc1)c1ccccc1,-10,1,-1.0,0.3,-1,25,16,-18,-1,-8
CC(C)CNC(=O)C(=O)NC1CCCC1,-1,-2,-1.0,.,-6,3,.,6,8,-9
CCOC(=O)C(C(C)=O)c1nc(C)nc2c1nnn2Cc1ccccc1Cl (stereo not given),5,-4,0.4,0.1,7,21,-5,.,-2,-21

# New compounds follow.
SMILES,PrPC TRFRET,SARS 3CLpro inh,Vc quorum ag,TcdB inh,CCHF vOTU inh,Y pestis TopoI,DUSP3 inh,Rv3671c inh,MazEF act,SSB-PriA inh
Cc1cc(C)c(C(N)=O)c(Nc2cccc(Cl)c2C)n1,5,0,i,1.1,0,-6,5,1,9,-8
O=S(=O)(O)c1ccc(Cl)c(Cl)c1,11,.,i,0.7,-8,1,.,.,1,-9
COc1ccccc1N1CCN(/N=C/c2cc(OC)c(OC(C)=O)c(OC)c2)CC1,5,-1,-0.1,-6.0,21,1,22,-5,4,.
COc1ccc(/C=C/C(=O)c2ccc3c(c2)OCO3)c(OC)c1,2,-2,-0.6,1.0,10,0,-5,-11,-4,9
O=C(Cc1ccc(-n2c(=O)c3sccc3n(Cc3ccc(F)cc3)c2=O)cc1)NCc1ccco1,3,-3,-0.3,-1.8,4,3,8,-5,-1,-13
COCCCn1c(SCC(=O)NC2CCCCC2)nnc1-c1ccncc1,-2,-2,-0.7,.,-1,4,19,-8,-7,-6
O=C(c1ccc(-c2nnc(-c3ccccc3)o2)cc1)N1CCCCCC1,-1,1,-0.5,.,8,16,6,-14,2,-7
O=C(NCC1CCCO1)C(c1ccc(F)cc1)N(CCCN1CCOCC1)C(=O)c1ccc(-c2ccccc2)[nH]1 (stereo not given),0,-1,.,2.0,15,.,-6,17,-10,12
COc1ccc(/C(C)=N\NC(=O)CSc2nnc(C)s2)cc1,1,6,i,.,-22,-2,18,-6,0,.
CC(C)c1ccc(NC(=O)NCc2ccccn2)cc1,-2,1,0.2,1.8,7,1,19,0,2,-17
Cc1cc(C(=O)C(=O)N(C)C)c(C)n1-c1ccc(Cl)cc1,4,-2,i,0.7,-5,2,9,0,-3,-1
